B2AR arrestin – agonists driving beta-arrestin recruitment to human beta2-adrenergic receptor. beta-arrestin recruitment to beta2AR, cell-based reporter. Potency, µM (top dose mostly 46.1 µM), without a hit: at the top dose activation, most hits filed as activators. actives 0.02% (n = 330,000);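 also: potency is read from the fitted curve at half-maximal effect; 0% = DMSO controls and full agonism = EC100 isoproterenol or metaproterenol; nearly all actives have a fitted effect of over 65% in size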
Target sequence (P07550 whole entry, looked up): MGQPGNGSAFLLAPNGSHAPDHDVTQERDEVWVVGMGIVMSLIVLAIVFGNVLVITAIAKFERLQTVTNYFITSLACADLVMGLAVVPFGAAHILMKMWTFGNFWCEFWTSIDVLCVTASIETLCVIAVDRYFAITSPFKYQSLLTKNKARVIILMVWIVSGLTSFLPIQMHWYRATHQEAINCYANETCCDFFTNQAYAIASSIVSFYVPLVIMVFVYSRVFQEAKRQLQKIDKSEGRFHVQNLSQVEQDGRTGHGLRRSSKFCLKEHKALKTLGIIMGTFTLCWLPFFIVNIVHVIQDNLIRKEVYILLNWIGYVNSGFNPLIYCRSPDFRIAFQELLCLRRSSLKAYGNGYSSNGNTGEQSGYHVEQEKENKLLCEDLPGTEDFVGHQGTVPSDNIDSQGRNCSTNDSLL
p53 reactivator – restores transcriptional activity of mutant p53. H1299 p53-A138V BP100-luciferase reporter, luminescence, 24 h. Potency, µM (highest dose often 92.2 µM), for inactives: at the top dose activity change, positive = activation, most hits filed as activators. actives 0.063% (n = 320,000); also: potency is read from the fitted curve at half-maximal effect; % of control where 0% means no effect; nearly all actives have a fitted effect of over 45% in size
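H1299 (p53-null), stable ts p53-A138V + BP100-Luc; 1000 cells/well, Opti-MEM/10% FBS; cpd 4 pt, 1:5; 24 h, 37 deg C, 5% CO2; detection reagent 10 min RT; luminescence.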
uPA generation – inhibitors of cell surface uPA generation. cell surface uPA generation assay, qHTS. actives 0.31% (n = 330,000). AID 540303. Potency, µM (series often up to 38.3 µM), inactives show at the top dose activity change, negative = inhibition, most hits filed as inhibitors; active = well fitted inhibition curve with a large enough effect; inconclusive = small, poorly fitted or top-dose-only effect; inactive = no such curve, though single readings can be large or run the other way; tested in mouse RAW 264.7 cells; also: potency is read from the fitted curve at half-maximal effect; % is scaled to controls: 0 for no effect and ±100 for the full control effect; nearly all actives have a fitted effect of over 55% in size
PTAP TSG101 blk – blocks PTAP/TSG101 interaction to inhibit HIV-1 budding. 340,000 tested, under 10 active. Potency, µM (top dose mostly 115 µM), for the others: top-dose activity change, negative = inhibition, most hits filed as inhibitors. Fluorescence polarization, FITC-PTAP peptide / Tsg101 binding; active = well fitted inhibition curve with a large enough effect in the main read-out, with a control signal flat, not every such curve was filed as active; inconclusive = small, poorly fitted or top-dose-only effect, or effect the other way, or a change in a side signal; inactive = no such curve, though single readings can be large or run the other way; also: potency is read from the fitted curve at half-maximal effect; % of control where 0% means no effect
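Steps: Tsg101 binding domain dispensed (10 uM final), compounds pinned in DMSO, FITC-labeled PTAP-motif peptide added (50 nM final); after 20 min binding at room temperature, polarization measured.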
TRPV1 agonist – human TRPV1 agonism; Q8NER1; TRPV1-expressing cells, Fluo-8 calcium influx, agonist mode; activation, % at 8.33 µM; actives 0.19% (n = 320,000); in the data active = activation above about 80%; inconclusive = between about 30% and that limit; also: 0% is about no effect
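Fluo-8 calcium influx in TRPV1-expressing cells, kinetic read (ex 480/em 520 nm). Compound added and read 3 min for agonist activity, followed by capsaicin at EC20 final and 2 min further read for enhancement.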
Integrin act MD – integrin-mediated muscular dystrophy alleviation activation | actives 0.064% (n = 350,000) | Potency, µM (doses to about 38.3 µM), for inactives: at the top dose activation, actives largely listed as activators | AID 624291 | alpha7betagal myoblasts, beta-gal FDG fluorescence, 48 h;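 also: potency is read from the fitted curve at half-maximal effect; 100% = response of the positive control SU9516; nearly all actives have a fitted effect of over 60% in size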
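alpha7betagal+/- myoblasts (passage 13, 250/well) treated 48 h at 37C with compounds at 1:260 dilution of DMSO stock. Lysed, then beta-galactosidase activity read as FDG fluorescence (ex 480/em 540) after 30 min, with pre-read for autofluorescence.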
ELG1 genotoxic – induces genotoxicity in HEK293T cells with luciferase-tagged ELG1; HEK293T ELG1-luciferase reporter, luminescence, 16 h; Potency, µM (series often up to 46 µM), for inactives: top-dose activity change, positive = activation, hits mostly activators; actives 1.3% (n = 330,000); also: potency is read from the fitted curve at half-maximal effect; % of control where 0% means no effect; nearly all actives have a fitted effect of over 60% in size
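Screening used a luciferase reporter fused to human ELG1 in HEK293T cells. Luminescence was read on a CCD plate imager after 16 hr exposure and 30 min ONE-Glo incubation.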
Eya2 inh – blocks the phosphatase activity of human Eya2; O00167; recombinant Eya2, OMFP fluorescence dephosphorylation (OMFP is methylfluorescein phosphate); Potency, µM (top dose mostly 76.9 µM), inactives show at the top dose activity, negative = inhibition, usual class: inhibitors; actives 0.006% (n = 330,000); AID 488837; also: potency is read from the fitted curve at half-maximal effect; % is scaled to controls: 0 for no effect and ±100 for the full control effect
Target sequence (O00167 whole entry, looked up): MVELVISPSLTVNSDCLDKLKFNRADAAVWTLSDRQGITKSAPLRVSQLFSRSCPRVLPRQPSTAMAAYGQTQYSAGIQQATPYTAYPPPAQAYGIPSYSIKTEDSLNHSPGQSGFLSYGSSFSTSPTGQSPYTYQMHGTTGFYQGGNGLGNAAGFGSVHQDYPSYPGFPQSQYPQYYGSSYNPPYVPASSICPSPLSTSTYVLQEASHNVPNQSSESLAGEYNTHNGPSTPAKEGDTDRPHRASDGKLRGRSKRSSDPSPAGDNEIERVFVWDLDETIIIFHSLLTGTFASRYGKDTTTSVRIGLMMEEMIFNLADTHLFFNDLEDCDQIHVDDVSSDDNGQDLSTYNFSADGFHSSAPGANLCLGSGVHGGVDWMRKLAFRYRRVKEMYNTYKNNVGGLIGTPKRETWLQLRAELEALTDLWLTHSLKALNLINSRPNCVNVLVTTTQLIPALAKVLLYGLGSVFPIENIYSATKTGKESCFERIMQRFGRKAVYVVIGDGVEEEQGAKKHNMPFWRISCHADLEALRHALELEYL
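Eya2 (0.2 uM) preincubated 10 min at ambient with compound, then OMFP substrate added at 50 uM; 10 min reaction in 50 mM HEPES pH 7.5, 50 mM NaCl, 5 uM MgCl2, 0.05% BSA, 1 mM DTT. Fluorescence read at Ex 485/Em 525 nm.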
S-ASM inh – human S-ASM enzyme inhibition. P17405. placental ASM, HMU-PC fluorogenic substrate, 60 min. Potency, µM (doses to about 57.5 µM), for inactives: at the top dose activity change, negative = inhibition, actives largely listed as inhibitors. actives 0.006% (n = 340,000); also: potency is read from the fitted curve at half-maximal effect
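Human placenta-derived ASM enzyme was preincubated with compound for 10 minutes at room temperature, then given fluorogenic substrate HMU-PC0 (9 uM final) for 60 minutes at 37 °C; a pH 10 stop preceded fluorescence reading at Ex 386/Em 447 nm.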
USP2a block – inhibitors of human ubiquitin-specific protease USP2a; actives 0.01% (n = 330,000); USP2 core, Ub-CHOP2 coupled fluorogenic reporter, 485/531; Potency, µM (top dose mostly 38.3 µM), inactives show at the top dose activity change, negative = inhibition, most hits filed as inhibitors; O75604;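 also: potency is read from the fitted curve at half-maximal effect; plate controls were DMSO wells for no effect and full inhibition by NEM control for full effect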
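Cell-free coupled assay: 10nM USP2 core preincubated 30min RT with compound in Tris-HCl pH 8.0/CaCl2/CHAPS buffer, then 25nM Ub-CHOP2 and 25nM reporter substrate; fluorescence (Ex 485/Em 531) read after 60min RT, normalized to NEM inhibition, concentration-response curves fitted.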
BRCA1 expr act – activators of BRCA1 expression; MCF7-BRCA1-FFLuc reporter, luminescence, 48 h; response scale: scaled: vehicle 0%, 10 µM genistein 100%; Potency, µM (highest dose often 46.1 µM), for the others: at the top dose activation, usual class: activators; actives 1.1% (n = 380,000); AID 624202; also: potency is read from the fitted curve at half-maximal effect; nearly all actives have a fitted effect of over 80% in size; some results filed as inactive show a strong effect at the top dose
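Luminescence from a BRCA1-driven firefly luciferase in MCF7 cells was read after 48 h compound exposure at 37 C. Data normalized against DMSO and a 10microM genistein activation control, then curve-fitted across the titration.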
An asterisk follows results filed as active; u = inconclusive; x = not tested or not shown; [ ] = remark or other dose. Unless noted, calls follow the shape of the dose curve; as a rule, active = well fitted curve in the direction sought with a large enough effect; inconclusive = small, poorly fitted or top-dose-only effect, or another doubt; inactive = no such curve, though single readings can be large; an effect the other way counts as inactive or inconclusive.

SMILES | B2AR arrestin | p53 reactivator | uPA generation | PTAP TSG101 blk | TRPV1 agonist | Integrin act MD | ELG1 genotoxic | Eya2 inh | S-ASM inh | USP2a block | BRCA1 expr act
O=C(Cc1ccsc1)NCC(=O)Nc1ccc(F)c(F)c1 | -0.9% | 0% | 6% | -10% | 11 | -7% | 5% | -2% | 1% | 1% | 2%
O=C(O)CCSc1nnc(COc2ccc([N+](=O)[O-])cc2)n1-c1ccccc1 | -1.0% | 3% | 6% | -2% | 0 | -16% | -1% | 6% | 2% | 1% | -2%
O=C(COC(=O)/C=C/c1cccc(Br)c1)NCc1ccco1 | 0.2% | 1% | -1% | 0% | 16 | -19% | 1% | 5% | -5% | -5% | 6%
Cc1ccc(-n2c(-c3ccccc3)cc(=O)nc2C)cc1 | -0.1% | -2% | -1% | 10% | 13 | 9% | 3% | -6% | 1% | 2% | 3%
Cn1c(=O)c2[nH]c(NCC3CCCO3)nc2n(-c2ccccc2)c1=O (stereo unspecified) | -0.1% | 11% | 1% | -1% | 1 | 9% | -1% | -2% | -4% | 0% | -6%
O=C(Nc1ccccn1)C1CCCN(c2ncnc3c2nc2n3CCCCC2)C1 (stereo unspecified) | -1.0% | -1% | 0% | -5% | 7 | -16% | -7% | -6% | 1% | -5% | -25%
O=[N+]([O-])c1cc(C(F)(F)F)ccc1NCCNC(=S)Nc1ccc(Cl)cc1 | -0.3% | -16% | u | -7% | 3 | -59%[inhibitor] | -1% | -24% | u | -1% | -76%
Cc1cccc(C)c1NC(=O)CC(NCc1ccco1)C(=O)O (stereo unspecified) | 0.1% | 34% | 6% | -2% | -3 | -1% | 0% | 18% | -1% | 0% | -5%
O=C(Nc1ccccc1)C1CC(=O)n2ncnc2N1 (stereo unspecified) | -0.1% | -7% | x | -7% | -4 | -16% | -5% | -29% | -2% | 1% | 0%
COc1ccc(CCNC(=O)CSc2ccc3ccccc3c2)cc1OC | -0.4% | 5% | -15% | -2% | 29 | 0% | 3% | -13% | 1% | 1% | -21%
CCCS(=O)(=O)NCCc1cc2c(C)ccc(C)c2[nH]c1=O | 0.3% | 0% | 11% | -4% | 3 | 22% | 5% | 11% | -1% | 1% | 0%
N#Cc1c(N)c(C#N)c(-c2ccc(O)cc2)c2c1CCCC2 | 0.0% | -4% | 0% | -2% | -4 | -7% | -9% | -11% | 226%[activator] | 0% | -21%
c1cc(OCCCN2CCCCC2)ccc1CN1CCCCC1 | 0.5% | -3% | 6% | -4% | -3 | -43% | 0% | 1% | -1% | 3% | -26%
CN1CCN(CCn2c(=S)[nH]c3ccccc3c2=O)CC1 | 0.2% | 0% | 3% | 0% | -5 | u | -2% | -21% | 2% | -1% | -1%
Cc1cccc(Nc2nc(-c3sc(C)nc3C)cs2)c1 | -0.2% | 23% | -1% | -9% | 0 | -31% | u | 4% | -10% | 2% | -44%
CCc1ccc2[nH]c(=O)c(C(c3nnnn3Cc3ccc(OC)cc3)N3CCOCC3)cc2c1 (stereo unspecified) | 0.0% | -3% | x | -3% | 4 | 2% | -3% | 3% | 2% | -1% | 4%
Cc1ccc(-c2ccc(S(=O)(=O)Nc3cccnc3)cc2)cc1 | -0.6% | -22% | -1% | -4% | 3 | -14% | 1% | 0% | -3% | -3% | -37%
CN1CCN(c2ncnc3c2[nH]c2ccc(F)cc23)CC1 | -0.2% | -12% | 0% | -7% | x | -27% | -2% | 5% | -1% | 2% | 4%
C/C(NC1CCCC1)=C(/C#N)C(N)=O | 0.0% | -7% | x | 1% | -2 | 7% | 1% | -4% | -1% | 2% | 13%
O=C(O)/C(=C\c1ccco1)NC(=O)c1ccco1 | 0.1% | x | 13% | -7% | 4 | 39% | 2% | 5% | -1% | 0% | -6%
O=c1nc(Nc2ccccc2)sc2ccc([N+](=O)[O-])cc12 | -0.7% | 6% | 6% | -3% | 2 | 7% | -3% | 5% | 0% | 4% | -3%
Cc1c(OCC(=O)NCCCN2CCOCC2)ccc2c1oc(=O)c1ccccc12 | 0.0% | -5% | 8% | 0% | 0 | 11% | 6% | 0% | 4% | 1% | 6%
O=C(CN1CCC(n2nnc3cc(F)ccc32)CC1)NC1CCCCC1 | -3.5% | -15% | 4% | 1% | 1 | -25% | -1% | 6% | 0% | 2% | -3%
O=C(NCCCN1CCOCC1)C1CCN(S(=O)(=O)c2cccc(C(F)(F)F)c2)CC1 | 0.0% | 8% | -2% | -5% | 4 | 7% | 2% | -7% | 1% | 3% | -12%
CCc1cc(=O)oc2c(C)c(OCC(=O)N3CC[C@@]4(O)CCCC[C@H]4C3)ccc12 | -0.2% | x | 4% | -2% | 11 | -25% | 1% | -5% | 2% | 4% | -3%
O=C(N/C(=C/c1cccs1)C(=O)N1CCCC1)c1ccccc1 | -0.2% | 4% | 0% | 1% | 0 | u | 5% | -5% | 2% | 0% | 1%
CCOC(=O)c1nnn(-c2ccc(OC)cc2)c1N | -0.5% | 11% | -7% | -1% | 2 | u | 8% | -11% | 0% | 3% | 82%
Cc1ccccc1-c1cccc(CN2CCN(C)C(CCO)C2)c1 (stereo unspecified) | 0.2% | -7% | -5% | 0% | 5 | -21% | 3% | 12% | 0% | 0% | 8%
Cc1ccc(C)c(OCC(O)CN2CCC(CN3C(=O)c4cccc5cccc(c45)C3=O)CC2)c1 (stereo unspecified) | -1.1% | -3% | -3% | -1% | 5 | -11% | -1% | -11% | -8% | 1% | -84%
COC(=O)[C@H]1[C@@H](C)N(Cc2ccccc2)C(=O)N[C@H]1c1ccccc1 | x | x | -6% | -2% | x | -2% | x | x | 66% | x | 20%
CC(=O)c1ccc(OCCCC(=O)Nc2cccc(S(=O)(=O)N(C)C)c2)cc1 | -0.4% | -2% | 0% | -2% | 4 | -1% | -6% | 2% | 3% | 0% | -24%
CCCCN(Cc1ccccc1)C(=O)C1CCN(Cc2sccc2C)CC1 | 6.7% | 27% | 4% | -3% | 7 | -19% | -3% | -1% | -2% | 1% | -31%
Cc1cc(C)cc(NC(=S)NCCc2c[nH]c3ccccc23)c1 | -0.2% | 5% | 8% | -1% | 18 | 30% | 2% | 3% | -11% | 0% | -27%
Clc1cccc(Cl)c1COc1ccncc1 | -0.5% | -9% | 6% | 0% | -6 | -3% | 1% | 8% | -1% | 5% | 0%
COc1cc(Cl)c(C)cc1NC(=O)c1ccc2c(SCC(=O)O)c3c(nc2c1)CCCC3 | 0.3% | 2% | 2% | 0% | -4 | 6% | 5% | -10% | -1% | 1% | -9%
COc1cc(NC(=O)C(=O)Nc2ccc3nc4n(c(=O)c3c2)CCCCC4)cc(OC)c1OC | -0.3% | 3% | -3% | -1% | -2 | 0% | 4% | 4% | 6% | 0% | -4%
CN(C)S(=O)(=O)c1ccc(C(=O)N2CCC(c3nc4ccccc4o3)CC2)cc1 | -0.2% | -5% | -5% | -11% | -1 | -11% | -7% | -17% | -5% | 2% | -33%
CC(=O)N/C(=C\c1ccc(Br)s1)C(=O)O | -0.1% | 2% | 4% | -1% | 1 | 19% | -14% | -3% | 1% | -8% | 1%
O=C(C1CC1)N1CCc2cc(Br)cc(S(=O)(=O)NCc3ccco3)c21 | -0.3% | -4% | -1% | 5% | 3 | -3% | 1% | -22% | 0% | 2% | -4%
Cn1c(CC(=O)Nc2ccccc2)nnc1SCC(=O)c1ccccc1 | -0.2% | -55%[inhibitor] | 0% | -5% | x | -18% | 2% | -29% | -1% | 3% | 0%
CCOC(=O)N1CCN(C(=O)Nc2ccc3nccnc3c2)CC1 | -0.4% | -8% | -4% | -6% | -1 | 34% | 6% | 1% | 119%[activator] | 2% | 42%
CCCN(CCC)C(=O)c1ccccc1C(=O)N(CCC)CCC | -0.7% | 17% | 3% | -8% | 3 | 0% | -1% | 2% | 1% | 3% | -23%
Cc1ccc(C(C)C)cc1OCCn1cncn1 | 0.4% | u | 1% | 0% | -2 | 0% | -2% | -11% | -1% | 0% | -3%
Cc1c(CCOC(=O)c2ccc([N+](=O)[O-])cc2)sc[n+]1CC(=O)c1ccccc1 | -0.2% | 12% | -3% | -1% | -4 | -18% | -4% | -2% | -2% | 0% | -27%
O=C(COC(=O)c1ccc(N2CCCC2=O)cc1)c1ccc(OC(F)F)cc1 | -0.2% | 9% | 1% | -1% | 3 | 15% | -7% | -3% | -1% | 2% | -24%
O=C(c1ccco1)N1CCN(/C(=N/S(=O)(=O)c2cccs2)c2ccccc2Cl)CC1 | -1.1% | -4% | 0% | -1% | 2 | 0% | 0% | 4% | -1% | -3% | 3%

Screens deposited in PubChem BioAssay by National Center for Advancing Translational Sciences (NCATS).
